MT1-MMP act inh = inhibitors of human MT1-MMP activation | 360,000 tested, 0.061% active | P50281 | GFP/RFP ratio change, % at 20 µM | HT1080 RFP-PRO-GFP cells, GFP/RFP ratio fluorescence, overnight; percent of plate control window, DMSO zero;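 active means GFP/RFP ratio change of at least 30% with cell ATP level not reduced by more than half and red fluorescence within 50% of control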; further: strong numbers were not always called active
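Test system: HT1080 RFP-PRO-GFP cells; Benchmarks: DMSO and RFP-L50D-GFP cell wells; Timing: cells overnight before dosing, compound overnight, 37 °C, 5% CO2; Compound: one 20 µM compound dose with 1% DMSO; Read-out: GFP/RFP fluorescence ratio.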
LMPTP block = blocks human LMPTP phosphatase. P24666. recombinant LMPTP-A, OMFP fluorogenic substrate, fluorescence intensity. inhibition, % at 20 µM. 360,000 tested, 0.22% active. AID 651560;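 active means compounds that cut the enzyme signal by at least half of the control window in the single-dose screen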;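 further: plate controls were DMSO wells with enzyme plus substrate for no effect and substrate without enzyme for full effect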
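Test system: LMPTP-A phosphatase enzyme. Amount: LMPTP-A at 0.625 nM final in the reaction. Reagent: OMFP substrate, 400 µM final. Times: 50 min at room temperature. Signal: endpoint fluorescence intensity from OMFP dephosphorylation. Read-out basis: % inhibition. Benchmarks: no-enzyme and uninhibited controls.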
NRP1-CendR mod = alters CendR peptide binding to human NRP-1 | FAM-RPARPAR peptide binding to NRP-1, fluorescence polarization | inhibition, % at 25 µM | 360,000 tested, 0.85% active | AID 602438;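 active means inhibition or corrected inhibition above about 18%, plus a signal ratio from 0.5 to 1.5, limit read from the data, passing the limit was not always enough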; further: strong numbers were not always called active
NadD block = blocks S. aureus nicotinate mononucleotide adenylyltransferase | 360,000 tested, 0.78% active | purified NadD enzyme, colorimetric absorbance read-out | inhibition, % at 20 µM; in the data active means inhibition above about 26%; further: some compounds past the cut are filed as inactive
SKN-1 inh = inhibitors of C. elegans SKN-1. inhibition, % at 21.8 µM. C. elegans VP596 Pgst-4::GFP/RFP ratio, acrylamide-induced, 24 h. 360,000 tested, 0.49% active. AID 624304;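 active means interference check ratio from 0.5 to 1.5 plus GFP to RFP signal ratio inhibition reaching or exceeding a fixed threshold, cut at about 30% in these data, passing the limit was not always enough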; further: some compounds called inactive have numbers as strong as hits
Rpn11 block = blocks the human proteasome subunit Rpn11; human 26S proteasome, Ub4-pepOG fluorescence polarization; 20S core pre-blocked with epoxomicin; calls only at 20 µM; 360,000 tested, 0.59% active;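 active means inhibition at 20 µM, scaled to each plate's controls, above about 33%, limit read from the data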
Target sequence (O00487 whole entry, looked up): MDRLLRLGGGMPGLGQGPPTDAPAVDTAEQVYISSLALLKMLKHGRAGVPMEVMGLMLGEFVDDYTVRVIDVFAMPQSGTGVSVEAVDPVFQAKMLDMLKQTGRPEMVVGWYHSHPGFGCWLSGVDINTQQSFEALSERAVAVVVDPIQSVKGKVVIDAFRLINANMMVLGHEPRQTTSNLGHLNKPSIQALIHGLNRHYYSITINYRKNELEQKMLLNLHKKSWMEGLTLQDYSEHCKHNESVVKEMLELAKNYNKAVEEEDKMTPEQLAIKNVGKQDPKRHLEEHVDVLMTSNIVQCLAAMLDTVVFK
DNMT1 block = DNMT1 (human) enzyme inhibition; DNMT1 molecular beacon, Hinp1I cleavage, fluorescence; inhibition (reported as % activation of signal), % at 10 µM; 360,000 tested, 0.83% active; AID 588458; in the data active means inhibition above about 50%
Scp-1 inhibitor = inhibitors of human Scp-1 phosphatase | Q9GZU7 | Recombinant Scp1, phosphopeptide, malachite green phosphate absorbance | inhibition, % at 20 µM | 340,000 tested, 0.88% active | AID 493091;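 active means inhibition above about 50% at 20 µM, limit read from the data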;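 further: plate controls were DMSO wells with enzyme for no effect and wells lacking enzyme for full effect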
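Material: truncated SCP-1 phosphatase (76-261aa) / Buffer or medium: 50 mM Tris acetate pH 5.5, 0.005% Tween-20, 10 mM MgCl2 / Compound dosing: one concentration, 20 µM, with 1.0% DMSO / Incubation: 45 min room-temperature reaction, 5 min colour, 30 min stabiliser / Detection: colorimetric free-phosphate detection, absorbance 630 nm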
SUMO1-SIM PPI = alters human SUMO1 binding to SIM partners. SUMO1 binding to a labelled peptide, TR-FRET, 1 h. inhibition, % at 20 µM. P63165. AID 602429. 360,000 tested, 0.33% active; in the data active means inhibition above about 37%
Target sequence (P63165 whole entry, looked up): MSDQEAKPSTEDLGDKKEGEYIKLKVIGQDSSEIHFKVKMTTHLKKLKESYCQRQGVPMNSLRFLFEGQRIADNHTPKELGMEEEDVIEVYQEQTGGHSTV
STEP inh = blocks human striatal-enriched tyrosine phosphatase; P54829; recombinant STEP, OMFP fluorogenic substrate, fluorescence; inhibition, % at 20 µM; 360,000 tested, 0.25% active; AID 588621;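 active means inhibition at 20 µM, scaled per plate between control wells, above about 37%, limit read from the data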;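 further: 0% = DMSO with enzyme and substrate and 100% = substrate only without enzyme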
Target sequence (P54829 whole entry, looked up): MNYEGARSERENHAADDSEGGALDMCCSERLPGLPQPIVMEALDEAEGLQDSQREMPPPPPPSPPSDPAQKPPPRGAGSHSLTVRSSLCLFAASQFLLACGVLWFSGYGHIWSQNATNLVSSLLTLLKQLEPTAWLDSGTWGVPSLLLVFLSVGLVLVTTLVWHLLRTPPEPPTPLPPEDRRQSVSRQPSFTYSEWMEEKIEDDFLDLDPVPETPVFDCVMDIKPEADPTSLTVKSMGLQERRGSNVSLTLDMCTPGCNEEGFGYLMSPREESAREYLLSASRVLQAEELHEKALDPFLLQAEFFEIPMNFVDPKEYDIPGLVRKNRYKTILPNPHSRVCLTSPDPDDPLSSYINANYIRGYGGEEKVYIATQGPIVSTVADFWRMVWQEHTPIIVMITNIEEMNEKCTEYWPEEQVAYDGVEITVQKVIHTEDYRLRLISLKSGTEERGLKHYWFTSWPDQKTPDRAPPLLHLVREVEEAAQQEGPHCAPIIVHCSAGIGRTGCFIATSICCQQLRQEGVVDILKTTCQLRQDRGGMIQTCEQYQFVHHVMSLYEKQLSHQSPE
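Also added – OMFP at 25 µM · Test system – STEP tyrosine phosphatase · Technique – FITC-channel fluorescence of OMFP product · Schedule – 20 min at room temperature, dark · Evaluation – control-normalized % inhibition with plate pattern correction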
Starred values were filed as active, the others as inactive; i = inactive; / = no result given; + = active, no number.

#1 COc1cccc(CC(=O)OCC(=O)NC2CCCC2)c1
#2 CC1CCCN(C(=O)CCNS(=O)(=O)c2ccc3c(c2)oc(=O)n3C)C1 (stereo not drawn)
#3 O=C(NCCCN1CCN(c2ccccc2F)CC1)C1CCCN(S(=O)(=O)c2cnc[nH]2)C1 (stereo not drawn)
#4 Cc1ccc2nc(CCl)[n+]([O-])c(-c3ccccc3)c2c1
#5 Cc1nnc(SCC(=O)NC2(C#N)CCCCC2)n1N
#6 CC1Cc2ccccc2N1C(=O)CCn1c(=O)sc2ccccc21 (stereo not drawn)
compound no.	1	2	3	4	5	6
SKN-1 inh	-4	13	2	9	2	11
LMPTP block	1.5	-2.5	-0.3	-2.5	-9.3	-0.5
STEP inh	-2	-1	0	2	0	5
NadD block	-1	-6	4	-2	7	-5
MT1-MMP act inh	-1	-2	1	4	0	-1
Scp-1 inhibitor	-4	-7	-9	-7	/	0
DNMT1 block	2	2	6	0	-3	0
Rpn11 block	i	i	i	i	i	i
SUMO1-SIM PPI	-3	5	7	-3	-35	5
NRP1-CendR mod	1	2	-4	4	-7	13

#7 c1ccc(-c2cc(-c3ccccc3)on2)cc1
#8 CN(C)C(=O)CSc1nc2ccccc2n1Cc1ccccc1
#9 CCOC(=O)C(NC(=O)c1ccccc1)=C(C)C
#10 CCN(CC)C(=O)CN1C(=O)NC2(CCc3ccccc3C2)C1=O (stereo not drawn)
#11 CCCn1c2ccc(C)cc2c2nnc(SCCN3CCOCC3)nc21
#12 COC(=O)c1ccc(Cn2nnc3c(=O)[nH]c(C4CCCN(S(=O)(=O)c5cccc(Cl)c5)C4)nc32)cc1 (stereo not drawn)
compound no.	7	8	9	10	11	12
SKN-1 inh	23	-3	3	-2	21	29
LMPTP block	2.2	-2.0	-2.5	0.5	0.3	3.4
STEP inh	-2	-1	-3	-1	-2	1
NadD block	-4	2	-4	3	-2	33*
MT1-MMP act inh	1	-6	0	0	-1	-10
Scp-1 inhibitor	-14	-4	-9	-6	-9	-1
DNMT1 block	2	-1	-1	-3	-1	-2
Rpn11 block	i	i	i	i	i	i
SUMO1-SIM PPI	-2	-1	-1	-2	-27	3
NRP1-CendR mod	4	8	-10	1	-7	27*

#13 CC(C)CC(=O)N1CCN(S(=O)(=O)c2ccc(Cl)cc2)CC1
#14 COc1cc2sc3ccc(C#Cc4ccccn4)cc3c(=O)c2cc1OC
#15 CCCn1c(=O)c(C(=O)Nc2c(C)n(C)n(-c3ccccc3)c2=O)c(O)c2ccccc21
#16 O=C(c1ccncc1)N1CCN(C2CCCCC2)CC1
#17 Cn1nccc1C(=O)OCC(=O)Nc1nc(-c2ccccc2)cs1
#18 COc1cc(NC(=O)c2ccccc2F)ccc1NC(=O)c1ccccc1Cl
compound no.	13	14	15	16	17	18
SKN-1 inh	6	14	4	-2	11	11
LMPTP block	-0.5	42	0.7	-0.9	1.5	0.9
STEP inh	3	10	4	0	0	-2
NadD block	-3	0	19	10	-3	-2
MT1-MMP act inh	0	2	10	1	4	1
Scp-1 inhibitor	-5	50*	-8	-3	-5	-3
DNMT1 block	-1	-33	2	-2	-3	0
Rpn11 block	i	+	i	i	i	i
SUMO1-SIM PPI	1	32	4	-1	1	1
NRP1-CendR mod	5	-12	4	-1	-6	3

#19 Cc1ccccc1-c1ccc(/C=C2/SC(N3CCOCC3)=NC2=O)o1
#20 Cn1c(NC(=O)C[n+]2cc(-c3ccccc3)n3c2CCC3)cc(=O)n(C)c1=O
#21 COc1cc(CNCc2ccncc2)cc(OC)c1OC
#22 COc1ccc(Cc2nc(-c3ccc(NC(=O)c4cccnc4)cc3)no2)cc1
#23 CCOC(=O)c1[nH]c2ccc(OCC)cc2c1NC(=O)CN1CCCC(C)C1 (stereo not drawn)
#24 O=C1[C@H]2[C@@H](c3ccccc3)N[C@]3(CCCN(Cc4ccc(Cl)cc4)C3=O)[C@H]2C(=O)N1Cc1ccccc1
compound no.	19	20	21	22	23	24
SKN-1 inh	8	9	20	16	8	7
LMPTP block	17	-1.7	-3.5	-1.3	0.1	-1.8
STEP inh	1	2	-2	-2	0	-2
NadD block	-4	0	5	2	-4	9
MT1-MMP act inh	-6	-4	-2	-4	3	5
Scp-1 inhibitor	3	3	-2	8	-5	/
DNMT1 block	0	0	0	-4	-4	2
Rpn11 block	i	i	i	i	i	i
SUMO1-SIM PPI	-8	-3	1	2	-8	5
NRP1-CendR mod	-27	-3	2	-4	15	-3

#25 COc1ccc(-c2nnn(CC(=O)N(Cc3ccccc3Cl)C(C(=O)NCC3CCCO3)c3ccco3)n2)cc1OC (stereo not drawn)
#26 CC1(C(=O)Nc2ccc3ccccc3c2)CCC(=O)N1CCCn1ccnc1 (stereo not drawn)
#27 Cn1cccc1C(C#N)c1ncc(C(F)(F)F)cc1Cl (stereo not drawn)
#28 O=C(Nc1ccc(N2CCOCC2)nc1N1CCOCC1)c1cccc(C(F)(F)F)c1
#29 O=C(Nc1ccc2oc(=O)ccc2c1)c1cccnc1Cl
#30 CC(C)(C)c1csc(NC(=O)c2cccs2)n1
compound no.	25	26	27	28	29	30
SKN-1 inh	-27	-8	1	-3	-13	10
LMPTP block	-0.8	-0.5	0.6	-0.5	-2.6	0.2
STEP inh	-4	0	2	-3	6	3
NadD block	-11	-8	4	-3	-2	-1
MT1-MMP act inh	-5	1	-2	1	1	-49
Scp-1 inhibitor	-7	/	3	-7	2	-8
DNMT1 block	-2	8	-3	-3	3	-24
Rpn11 block	i	i	i	i	i	i
SUMO1-SIM PPI	6	-3	1	3	-7	1
NRP1-CendR mod	-8	10	6	0	2	-3

#31 CCOC(=O)/C=C1\CC(=O)Nc2nonc2N1
#32 O=C1C2CC=CCC2C(=O)N1c1n[nH]c(Cc2ccccc2)n1 (stereo not drawn)
#33 CCC(=O)c1ccc(OCC(=O)Nc2ccccc2N2CCOCC2)cc1
#34 CC1(C)Cc2ccccc2C(NNC(=O)c2ccccn2)=N1
#35 Cc1ccc(NC(=O)NC2OC(=O)c3ccccc32)cc1 (stereo not drawn)
#36 COc1ccc(-n2cnc3c(sc4nc(N5CCOCC5)c5c(c43)CCCC5)c2=O)cc1
compound no.	31	32	33	34	35	36
SKN-1 inh	15	13	-9	5	3	-5
LMPTP block	-3.3	-1.3	1.3	1.3	-1.9	3.6
STEP inh	-1	-4	-1	6	-1	3
NadD block	-5	2	-2	0	0	14
MT1-MMP act inh	-5	-1	-5	0	3	-9
Scp-1 inhibitor	-2	-5	-1	4	5	4
DNMT1 block	-2	-3	-11	0	8	-2
Rpn11 block	i	i	i	i	i	i
SUMO1-SIM PPI	0	1	4	4	0	-7
NRP1-CendR mod	-8	-4	2	-7	0	4

Shown as labelled records: two of the compounds above
10) CCN(CC)C(=O)CN1C(=O)NC2(CCc3ccccc3C2)C1=O (stereo not drawn)
- SKN-1 inh = -2
- LMPTP block = 0.5
- STEP inh = -1
- NadD block = 3
- MT1-MMP act inh = 0
- Scp-1 inhibitor = -6
- DNMT1 block = -3
- Rpn11 block = i
- SUMO1-SIM PPI = -2
- NRP1-CendR mod = 1
11) CCCn1c2ccc(C)cc2c2nnc(SCCN3CCOCC3)nc21
- SKN-1 inh = 21
- LMPTP block = 0.3
- STEP inh = -2
- NadD block = -2
- MT1-MMP act inh = -1
- Scp-1 inhibitor = -9
- DNMT1 block = -1
- Rpn11 block = i
- SUMO1-SIM PPI = -27
- NRP1-CendR mod = -7

Further entries
#37 COc1ccc(CSCCNC(=S)Nc2ccccc2)cc1Cl
#38 NS(=O)(=O)c1ccc(CNC(=O)c2scc3c2CCCC3)cc1
#39 O=C1CCCC2=C1C(c1ccc(Cl)cc1)C1C(=O)c3ccccc3C1=N2 (stereo not drawn)
#40 Cc1cc(C(=O)CSc2nnc(N)s2)c(C)n1Cc1cccs1
#41 CCCCOC(=O)c1ccc(NC(C)=O)cc1
#42 CC(=NNC(=O)Cn1ccc(C(F)(F)F)n1)c1ccc(-n2ccnc2)cc1
compound no.	37	38	39	40	41	42
SKN-1 inh	-1	-2	13	10	9	4
LMPTP block	3.2	0.5	3.1	-0.3	-0.5	2.7
STEP inh	2	0	1	4	0	0
NadD block	-10	-3	6	9	-3	-1
MT1-MMP act inh	7	1	7	7	-1	6
Scp-1 inhibitor	-20	-2	-4	17	-7	-12
DNMT1 block	-6	-2	-4	2	-1	1
Rpn11 block	i	i	i	i	i	i
SUMO1-SIM PPI	10	5	-23	-1	0	-1
NRP1-CendR mod	-5	-1	-4	-1	-1	10

#43 COC(=O)c1c(NC(=O)CC2SC(N)=NC2=O)sc(C)c1C (stereo not drawn)
#44 O=C1C(c2ccccc2)SC(=Nc2ccccc2)N1S(=O)(=O)c1ccccc1 (stereo not drawn)
#45 CCOC(=O)c1ccc(NC(=O)NNS(=O)(=O)c2cc(OC)ccc2OC)cc1
#46 O=c1cc(CN2CCN(S(=O)(=O)c3ccccc3)CC2)nc2sccn12
#47 Cc1ccc(C(=O)Nc2ccc(S(=O)(=O)NC3=NCCCCC3)cc2)cc1S(=O)(=O)N1CCOCC1
compound no.	43	44	45	46	47
SKN-1 inh	-2	-12	10	8	0
LMPTP block	0.6	6.3	-1.0	0.7	-0.7
STEP inh	1	3	-2	-2	-1
NadD block	7	10	-1	-3	-2
MT1-MMP act inh	2	1	0	-2	7
Scp-1 inhibitor	1	-5	-5	-2	2
DNMT1 block	2	0	1	2	1
Rpn11 block	i	i	i	i	i
SUMO1-SIM PPI	-2	-2	5	-1	5
NRP1-CendR mod	4	1	4	-2	17

Among those listed so far, these contain two or more sulfur atoms.
#30 CC(C)(C)c1csc(NC(=O)c2cccs2)n1
#37 COc1ccc(CSCCNC(=S)Nc2ccccc2)cc1Cl
#38 NS(=O)(=O)c1ccc(CNC(=O)c2scc3c2CCCC3)cc1
#40 Cc1cc(C(=O)CSc2nnc(N)s2)c(C)n1Cc1cccs1
#43 COC(=O)c1c(NC(=O)CC2SC(N)=NC2=O)sc(C)c1C (stereo not drawn)
#44 O=C1C(c2ccccc2)SC(=Nc2ccccc2)N1S(=O)(=O)c1ccccc1 (stereo not drawn)
#46 O=c1cc(CN2CCN(S(=O)(=O)c3ccccc3)CC2)nc2sccn12
#47 Cc1ccc(C(=O)Nc2ccc(S(=O)(=O)NC3=NCCCCC3)cc2)cc1S(=O)(=O)N1CCOCC1
compound no.	30	37	38	40	43	44	46	47
SKN-1 inh	10	-1	-2	10	-2	-12	8	0
LMPTP block	0.2	3.2	0.5	-0.3	0.6	6.3	0.7	-0.7
STEP inh	3	2	0	4	1	3	-2	-1
NadD block	-1	-10	-3	9	7	10	-3	-2
MT1-MMP act inh	-49	7	1	7	2	1	-2	7
Scp-1 inhibitor	-8	-20	-2	17	1	-5	-2	2
DNMT1 block	-24	-6	-2	2	2	0	2	1
Rpn11 block	i	i	i	i	i	i	i	i
SUMO1-SIM PPI	1	10	5	-1	-2	-2	-1	5
NRP1-CendR mod	-3	-5	-1	-1	4	1	-2	17

Source: PubChem BioAssay (Sanford-Burnham Center for Chemical Genomics)
